CTSL1 counter = cathepsin L1 inhibition, PFM18AAP counter-screen; recombinant F. hepatica cathepsin L1, Z-Leu-Arg-MCA fluorescence; inhibition, % at 5.96 µM; 300,000 compounds, 0.49% hits; AID 1906;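 active = inhibition above the mean of all tested compounds plus 3 SD, set per screening campaign, cut at about 17% in these data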;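 also: 0% = plate median of test compound wells and 100% = 1 µM Z-Phe-Ala-diazomethylketone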
proCasp3 act = activators of human procaspase-3; P42574; recombinant procaspase-3 D3A, Ac-DEVD-pNA absorbance 405 nm; activation, % at 8.5 µM; 330,000 compounds, 0.11% hits;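 active = activation above the mean of all tested compounds plus 3 SD, cut at about 21% in these data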;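 also: 0% = DMSO alone and 100% = DMSO wells spiked with extra 5 µM PC-3 D3A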
Target sequence (P42574 whole entry D9A/D28A/D175A): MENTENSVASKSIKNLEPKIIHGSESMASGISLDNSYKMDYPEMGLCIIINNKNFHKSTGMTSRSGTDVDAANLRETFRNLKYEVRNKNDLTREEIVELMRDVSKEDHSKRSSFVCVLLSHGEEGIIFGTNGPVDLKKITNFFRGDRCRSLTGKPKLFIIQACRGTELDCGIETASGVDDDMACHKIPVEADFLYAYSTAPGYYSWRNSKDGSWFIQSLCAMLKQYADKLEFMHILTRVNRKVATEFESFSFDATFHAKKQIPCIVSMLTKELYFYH
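Assay system: Procaspase-3 D3A mutant, all three cleavage aspartates alanine. Buffer or medium: Zinc-free HEPES saline buffer with Triton X-100. Times: 1 h compound preincubation, 2 h substrate hydrolysis at 25 °C. Measured by: 405 nm absorbance of p-nitroaniline, reads at 0 and 120 min. Read-out basis: percent activation relative to control range. Replicates: singlicate.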
GASC-1 inh = human JMJD2C demethylase inhibition; Q9H3R0; GST-JMJD2C(1-420) H3K9me3 demethylation, DELFIA europium; inhibition, % at 2.35 µM; 330,000 compounds, 0.069% hits; AID 2099;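 active = more than half of a compound's replicate wells show inhibition beyond 50%, single wells judged on their own value; inconclusive = some, but no more than half, of replicates pass 50% inhibition; inactive = no replicate passes 50% inhibition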;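 also: signal counts dimethyl H3K9 product captured on neutravidin plate; 0% = median of DMSO wells and 100% = 0.3 times that DMSO median; strong numbers were not always called active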
Target sequence (Q9H3R0 1-420 limits assumed): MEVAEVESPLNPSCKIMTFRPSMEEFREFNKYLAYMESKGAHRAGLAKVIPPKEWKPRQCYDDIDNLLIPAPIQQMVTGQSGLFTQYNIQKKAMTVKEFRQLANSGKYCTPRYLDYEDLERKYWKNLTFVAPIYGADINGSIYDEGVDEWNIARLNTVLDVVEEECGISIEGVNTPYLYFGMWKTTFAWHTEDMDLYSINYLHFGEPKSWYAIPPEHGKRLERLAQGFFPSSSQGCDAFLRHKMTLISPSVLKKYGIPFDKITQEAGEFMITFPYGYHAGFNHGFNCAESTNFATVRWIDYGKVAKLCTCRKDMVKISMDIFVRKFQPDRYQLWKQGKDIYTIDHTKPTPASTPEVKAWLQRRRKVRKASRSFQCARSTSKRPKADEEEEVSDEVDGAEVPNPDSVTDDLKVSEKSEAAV
TPT1 inh = inhibitors of Candida albicans tRNA 2'-phosphotransferase TPT1 | recombinant caTPT1, FP RNA substrate dephosphorylation | inhibition, % at 5 µM | 300,000 compounds, 0.81% hits;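 active = inhibition above the mean of all tested compounds plus 3 SD, set per screening campaign, cut at about 24% in these data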;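 also: plate controls were DMSO alone for no effect and ferristatin control at 100 nM for full effect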
PP1 inh = blocks human PP1-alpha phosphatase, a PP5 counter-screen; AID 2235; 320,000 compounds, 0.9% hits; inhibition, % at 6.7 µM; P62136; purified PP1alpha, OMFP fluorescence;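 active = inhibition above the mean inhibition of all tested compounds plus 3 SD, computed separately for each screening campaign, cut at about 15% in these data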
Target sequence (P62136 whole entry, looked up): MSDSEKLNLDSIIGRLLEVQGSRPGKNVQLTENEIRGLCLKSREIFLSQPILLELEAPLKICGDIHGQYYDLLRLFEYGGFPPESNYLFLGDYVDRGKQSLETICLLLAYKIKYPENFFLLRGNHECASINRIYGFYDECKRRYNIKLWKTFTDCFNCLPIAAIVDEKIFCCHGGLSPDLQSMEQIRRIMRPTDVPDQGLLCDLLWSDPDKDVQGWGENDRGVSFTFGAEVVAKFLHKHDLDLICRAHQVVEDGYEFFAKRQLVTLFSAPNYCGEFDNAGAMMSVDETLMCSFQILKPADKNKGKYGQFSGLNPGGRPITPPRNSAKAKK
core dimer inh = HCV core protein dimerization inhibition; TR-FRET GST/Flag-core106 dimerization, 1536-well; inhibition, % at 5 µM; 300,000 compounds, 0.33% hits;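 active = inhibition above the mean of all tested compounds plus 3 SD, set per screening campaign, cut at about 45% in these data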
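Test system: GST/Flag-tagged HCV core106 proteins; Medium: KF-containing HEPES buffer, pH 7.45, DTT, CHAPS, BSA; Times: compound-protein-antibody incubation 4 h at 22.5 °C; Detection: TR-FRET 671 and 617 nm emission; Benchmarks: wells lacking GST-core106 and wells with excess unlabelled core106.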
proCasp7 act = activates human procaspase-7, counter-screen for procaspase-3 activators; P55210; recombinant procaspase-7, Ac-DEVD-pNA absorbance 405 nm; D23A/D198A/D206A triple mutant, cannot self-cleave; scale: DMSO 0, 5 µM enzyme 100; activation, % at 8.5 µM; 330,000 compounds, 0.093% hits; AID 463210;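 active = percent activation above the screen-wide mean plus 3 SD, cut at about 25% in these data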
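Detection: p-Nitroaniline absorbance at 405 nm, read at 0 and 120 min; system: Uncleavable procaspase-7 mutant enzyme; evaluation: % activation from two-timepoint absorbance difference, scaled to controls; times: 1 h enzyme–compound preincubation and 2 h substrate reaction, both 25 °C; buffer or medium: Zinc-free HEPES pH 7.4 with 300 mM NaCl, 0.01% Triton X-100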
PP5 primary = inhibitors of human protein phosphatase 5 (PP5); purified PP5c, OMFP substrate fluorescence; 320,000 compounds, 0.18% hits; AID 1987; P53041; inhibition, % at 6.7 µM;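 active = inhibition above the campaign's mean inhibition across all tested compounds plus 3 SD, cut at about 9.5% in these data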;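 also: 0% = DMSO only and 100% = 100 µM cantharidin control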
Efflux pump inh = antifungal efflux pump inhibition, Nile Red retention; S. cerevisiae Candida pump triplex; inhibition, % at 10 µM; 330,000 compounds, 0.44% hits;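 active = plate passing quality check with inhibition over a set limit, or well fluorescence over plate mean plus 4 SD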;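 also: Nile Red retained in pooled yeast measured as flow cytometry median fluorescence; 0% = buffer negative control and 100% = Enniatin B positive control; higher means more Nile Red kept so more efflux inhibition; some compounds called inactive have numbers as strong as hits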
Active calls of the source: *.

`COc1ccc(NC(=O)N2CCC(c3nc4ccccc4[nH]3)CC2)cc1` gave CTSL1 counter -2, proCasp3 act -5, GASC-1 inh 3, TPT1 inh -1, PP1 inh 5, core dimer inh -3, proCasp7 act 2, PP5 primary 2.2 and Efflux pump inh 0.0.
`O=C(COC(=O)COc1ccccc1)NCc1ccc2c(c1)OCO2` gave proCasp3 act -7, GASC-1 inh 3, proCasp7 act 11 and Efflux pump inh 0.2.
CCC(=O)N1CCc2cc(S(=O)(=O)NC(Cc3ccccc3)C(=O)NC3CCCC3)ccc21 (stereo unspecified) was read as CTSL1 counter 2, proCasp3 act -7, GASC-1 inh -3, TPT1 inh -4, PP1 inh -4, core dimer inh -3, proCasp7 act 4, PP5 primary 2.7 and Efflux pump inh 0.1.
Cc1ccc(S(=O)(=O)N2CCC(C(=O)N[C@@H](C)C(=O)NCc3ccco3)CC2)cc1 was read as CTSL1 counter 0, proCasp3 act 1, GASC-1 inh 0, TPT1 inh 1, PP1 inh 2, core dimer inh -9, proCasp7 act -6, PP5 primary 4.5 and Efflux pump inh 0.4.
For COc1ccc(Cc2nnc(N/N=C(\C)c3ccccc3)[nH]c2=O)cc1OC the results were CTSL1 counter 1, proCasp3 act 7, GASC-1 inh 3, TPT1 inh 1, PP1 inh -2, core dimer inh 0, proCasp7 act 2, PP5 primary 1.2 and Efflux pump inh 0.3.
For N#Cc1ccc(C(=O)NNC(=O)c2ccncc2)cc1 the results were CTSL1 counter -3, proCasp3 act -12, GASC-1 inh 16, TPT1 inh 1, PP1 inh -3, core dimer inh -15, proCasp7 act -3, PP5 primary -0.1 and Efflux pump inh 0.0.
Screening Cc1ccc(S(=O)(=O)c2cccc(S(=O)(=O)N3CCOCC3)c2)cc1S(=O)(=O)N1CCOCC1 returned CTSL1 counter 1, proCasp3 act 1, GASC-1 inh -21, TPT1 inh 5, PP1 inh -3, core dimer inh -3, proCasp7 act -2, PP5 primary -8.0 and Efflux pump inh 0.0.
Screening COc1ccc(-c2csc3ncnc(N4CCN(c5cccc(C)c5C)CC4)c23)cc1 returned CTSL1 counter -1, proCasp3 act -4, TPT1 inh -4, PP1 inh -2, core dimer inh -10, proCasp7 act 0, PP5 primary -0.2 and Efflux pump inh 0.0.
CC(=O)c1cc2c(cc1N(C(=O)Cn1nnc3ccccc31)C(C(=O)NCCC(C)C)c1cccnc1)OCO2 (stereo unspecified) was read as CTSL1 counter -2, proCasp3 act 2, GASC-1 inh -10, TPT1 inh -5, PP1 inh -1, core dimer inh -3, proCasp7 act -11, PP5 primary -2.0 and Efflux pump inh -0.1.
Screening CCOC(=O)N1CCC(N(CCN(C)C)C(=S)Nc2cccc(C)c2)CC1 returned CTSL1 counter 0, proCasp3 act 1, GASC-1 inh -22, TPT1 inh 2, PP1 inh -3, core dimer inh -9, proCasp7 act -7, PP5 primary -0.2 and Efflux pump inh 0.2.
COc1ccc(C2(C(=O)Nc3c(C)n(C)n(-c4ccccc4)c3=O)CCCC2)cc1OC was read as CTSL1 counter -1, proCasp3 act 4, GASC-1 inh -6, TPT1 inh 2, PP1 inh -5, core dimer inh 0, proCasp7 act 10, PP5 primary 1.1 and Efflux pump inh 0.1.
COc1ccc(C(NC(=O)CNC(C)=O)C(=O)Nc2ccc(C(C)C)cc2)cc1 (stereo unspecified) was read as CTSL1 counter 3, proCasp3 act 10, GASC-1 inh -5, TPT1 inh 5, PP1 inh -3, core dimer inh -2, proCasp7 act 7, PP5 primary 4.1 and Efflux pump inh 0.3.

Brought forward from above: two entries; new compounds follow.
COc1ccc(C2(C(=O)Nc3c(C)n(C)n(-c4ccccc4)c3=O)CCCC2)cc1OC was read as CTSL1 counter -1, proCasp3 act 4, GASC-1 inh -6, TPT1 inh 2, PP1 inh -5, core dimer inh 0, proCasp7 act 10, PP5 primary 1.1 and Efflux pump inh 0.1.
COc1ccc(C(NC(=O)CNC(C)=O)C(=O)Nc2ccc(C(C)C)cc2)cc1 (stereo unspecified) was read as CTSL1 counter 3, proCasp3 act 10, GASC-1 inh -5, TPT1 inh 5, PP1 inh -3, core dimer inh -2, proCasp7 act 7, PP5 primary 4.1 and Efflux pump inh 0.3.
`Cc1ccc2nc(NC(=O)C3CCN(S(=O)(=O)c4cccs4)CC3)sc2c1` gave CTSL1 counter 4, proCasp3 act 9, GASC-1 inh 2, TPT1 inh -2, PP1 inh -1, core dimer inh 1, proCasp7 act 8, PP5 primary 5.9 and Efflux pump inh 0.2.
Screening CCCCN(C(=O)C1CCCO1)c1c(N)n(CC(C)C)c(=O)[nH]c1=O (stereo unspecified) returned CTSL1 counter 0, proCasp3 act 2, GASC-1 inh 15, TPT1 inh 1, PP1 inh -5, core dimer inh -4, proCasp7 act -1, PP5 primary -2.0 and Efflux pump inh 0.3.
`COC(=O)CC/C(=N/Nc1ccc(Cl)c(Cl)c1)C(=O)OC` gave CTSL1 counter 2, proCasp3 act 0, GASC-1 inh 0, TPT1 inh 1, PP1 inh 3, core dimer inh 0, proCasp7 act 6, PP5 primary -0.1 and Efflux pump inh 0.1.
Screening CC(=O)N1CCN(C(=O)COc2ccc3oc4c(c3c2)CCCC4)CC1 returned CTSL1 counter -4, proCasp3 act -7, GASC-1 inh -1, TPT1 inh 0, PP1 inh -5, core dimer inh -2, proCasp7 act 10, PP5 primary -1.1 and Efflux pump inh 0.0.
Cc1cccc(CSc2ccc(-c3cccs3)nn2)c1 was read as CTSL1 counter -2, proCasp3 act -1, GASC-1 inh -49, TPT1 inh 2, PP1 inh 4, core dimer inh 0, proCasp7 act 0, PP5 primary 0.9 and Efflux pump inh -0.1.
Screening Cc1ccc(NC(=S)N2CCC(N(C)CC3CCCO3)CC2)cc1 (stereo unspecified) returned CTSL1 counter -4, proCasp3 act -5, GASC-1 inh -4, TPT1 inh 1, PP1 inh -4, core dimer inh -2, proCasp7 act 5, PP5 primary -0.7 and Efflux pump inh 0.1.
For COc1ccccc1C(CC(=O)Nc1ccc(Cl)cc1)c1ccc(OC(C)C)cc1 (stereo unspecified) the results were CTSL1 counter -3, proCasp3 act -4, GASC-1 inh 3, TPT1 inh -2, PP1 inh 2, core dimer inh 0, proCasp7 act -3, PP5 primary 2.1 and Efflux pump inh 1.0.
Cc1cc(C)cc(C(=O)NCCN2CCOCC2)c1 was read as CTSL1 counter 3, proCasp3 act 4, GASC-1 inh 5, TPT1 inh 1, PP1 inh -5, core dimer inh 7, proCasp7 act 1, PP5 primary -1.8 and Efflux pump inh -0.2.
Screening Cc1cccc(NC(=S)Nc2ccc(Br)cc2)c1 returned CTSL1 counter 1, proCasp3 act 3, GASC-1 inh 4, TPT1 inh -4, PP1 inh 5, core dimer inh 0, proCasp7 act -1, PP5 primary 1.6 and Efflux pump inh 0.0.
Screening Cc1cc(C)c(S(=O)(=O)N2CCCCC2)c(C)c1N(C)S(=O)(=O)c1ccccc1 returned CTSL1 counter 0, proCasp3 act 8, GASC-1 inh -5, TPT1 inh -1, PP1 inh 1, core dimer inh 11, proCasp7 act 5, PP5 primary 1.4 and Efflux pump inh -0.1.
For CCNC(=S)N1CCN(Cc2ccccc2)CC1 the results were CTSL1 counter 0, proCasp3 act 4, GASC-1 inh 6, TPT1 inh 2, PP1 inh 5, core dimer inh -1, proCasp7 act 2, PP5 primary 2.0 and Efflux pump inh 0.3.
For CCn1c(SCC(=O)OC)nnc1-c1ccncc1 the results were CTSL1 counter 2, proCasp3 act -1, GASC-1 inh 0, TPT1 inh 7, PP1 inh 0, core dimer inh 3, proCasp7 act 5, PP5 primary -2.0 and Efflux pump inh 0.2.
`COC(=O)c1cccc(NC(=O)c2ccc3c(c2)C(=O)N(Cc2cccnc2)C3=O)c1C` gave CTSL1 counter -2, proCasp3 act -11, GASC-1 inh -1, TPT1 inh -2, PP1 inh -1, core dimer inh 4, proCasp7 act 6, PP5 primary -0.5 and Efflux pump inh -0.1.
`CC(CN1CCOCC1)C(=O)O` (stereo unspecified) gave CTSL1 counter -3, proCasp3 act 4, GASC-1 inh 6, TPT1 inh -6, PP1 inh -3, core dimer inh -4, proCasp7 act 6, PP5 primary 2.5 and Efflux pump inh -0.1.
`CCc1nnc(NC(=O)C(C)C)s1` gave CTSL1 counter -4, proCasp3 act -5, GASC-1 inh -7, TPT1 inh -7, PP1 inh 2, core dimer inh -7, proCasp7 act 11, PP5 primary 1.7 and Efflux pump inh -0.1.
`CC(C)C(=O)NC(c1cccc([N+](=O)[O-])c1)c1c(O)ccc2ccccc12` (stereo unspecified) gave CTSL1 counter 2, proCasp3 act 0, GASC-1 inh inconclusive, TPT1 inh -3, PP1 inh 1, core dimer inh 5, proCasp7 act 4, PP5 primary 2.5 and Efflux pump inh 0.0.
O=C1CC(c2ccccc2)CN1C(=O)c1cccnc1 (stereo unspecified) was read as CTSL1 counter 3, proCasp3 act -5, GASC-1 inh -9, TPT1 inh 0, PP1 inh -3, core dimer inh 4, proCasp7 act 0, PP5 primary 1.0 and Efflux pump inh 0.1.
For CCC(=O)N1CCN(c2nnc(-c3ccccc3)c3ccccc23)CC1 the results were CTSL1 counter 1, proCasp3 act 7, GASC-1 inh -2, TPT1 inh 2, PP1 inh 1, core dimer inh 0, proCasp7 act 6, PP5 primary 1.3 and Efflux pump inh 0.2.
`O=C(NCCS(=O)(=O)N1CCN(c2cccc(Cl)c2)CC1)c1cc(=O)c2ccccc2o1` gave CTSL1 counter 1, proCasp3 act 4, GASC-1 inh 10, TPT1 inh 2, PP1 inh 3, core dimer inh 11, proCasp7 act 0, PP5 primary 2.8 and Efflux pump inh 0.0.
Screening CCC1(c2ccccc2)NC(=O)N(CC(=O)N(C)Cc2ccccc2)C1=O (stereo unspecified) returned CTSL1 counter -6, proCasp3 act -2, GASC-1 inh -11, TPT1 inh 3, PP1 inh 3, core dimer inh 4, proCasp7 act 2, PP5 primary 1.4 and Efflux pump inh 1.1*.
For Cc1cccc(S(=O)(=O)N(CC(=O)Nc2ccccc2C)Cc2ccco2)c1 the results were CTSL1 counter 3, proCasp3 act -1, GASC-1 inh 72, TPT1 inh -6, PP1 inh 0, core dimer inh 0, proCasp7 act 1, PP5 primary 0.3 and Efflux pump inh 0.0.
Screening CC(=O)Nc1ccc(Nc2cc(N3CCOCC3)c3nonc3c2[N+](=O)[O-])cc1 returned CTSL1 counter 7, proCasp3 act 5, GASC-1 inh 8, TPT1 inh 0, PP1 inh 0, core dimer inh -10, proCasp7 act 0, PP5 primary 2.1 and Efflux pump inh -0.2.
Screening COc1cccc(N2C(=NC(=O)CCC3CCCC3)SC3CS(=O)(=O)CC32)c1 (stereo unspecified) returned CTSL1 counter 3, proCasp3 act 2, GASC-1 inh 6, TPT1 inh -1, PP1 inh 2, core dimer inh -8, proCasp7 act -6, PP5 primary 1.1 and Efflux pump inh 0.2.

Assay outcomes deposited in PubChem by several laboratories.
